FN deposition inh = fibronectin deposition inhibition | AH1F fibroblasts, Alexa488-fibronectin deposition fluorescence, overnight | inhibition, % at 12.6 µM | actives 0.086% (n = 350,000);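 active means mean inhibition across replicates of 30% or more, regardless of how many single replicates reach that level; inconclusive means mean under 30% yet at least half of replicates reach 30%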;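 further: positive control wells lacked labelled fibronectin entirely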
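Schedule: 1 h cell adhesion before compound, then overnight fibronectin incubation; test system: AH1F fibroblast monolayer depositing Alexa488-labelled fibronectin into matrix; quantity: 10000 AH1F cells per well; probe or stimulus: fluorescent fibronectin at 24 nM final; signal: fluorescence, ex 485 nm, em 525 nm; evaluation: percent inhibition as loss of matrix-bound fibronectin fluorescence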
PAX8 reporter = PAX8 transcriptional activity inhibition; RMG-I TPO-luciferase reporter, SteadyGlo, 24 h; actives 1.2% (n = 360,000); inhibition, % at 12.6 µM;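 active means mean replicate inhibition at least 60% with every replicate also reaching 60%; inconclusive means only one of the two criteria is met; inactive means mean below 60% and not all replicates reaching 60%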;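 further: luciferase light reporting Pax8 driven TPO promoter activity; plate controls were median of neutral control wells for no effect and mitoxantrone controls for full effect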
CFTR F508del cor = correctors of CFTR F508del function in bronchial epithelial cells. CFBE cells, YFP halide quenching; stimulated with forskolin plus potentiator P3; % fluorescence drop versus neutral controls. activity (quench increase), % at 7.58 µM. actives 0.36% (n = 350,000). AID 720511;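 active means mean added fluorescence quench of at least 8% versus neutral control, with both replicates also reaching 8%; inconclusive means only one of the mean or replicate conditions met; inactive means mean below 8% and not both replicates reaching 8%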;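 further: cells transiently co-express mutant CFTR-F508del with the halide-sensitive YFP; corrector assay measuring rescue of mutant channel to the surface after 24 h compound exposure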
miR-122 sensor = inhibitors of miR-122 in Huh7 cells; Huh7 miR-122 Renilla luciferase sensor, 48 h; neutral wells = 0, positive control = 100; activation (reporter increase), % at 12.5 µM; actives 0.3% (n = 340,000); AID 602342;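 active means mean replicate activation score at least 90 and every replicate individually at or above 90; inconclusive means only one of the two criteria met; inactive means neither criterion met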;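 further: higher luciferase means less miR-122 activity so hits act as miR-122 inhibitors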
EWS-Fli inh = blocks EWS/Fli oncoprotein-driven transcription | inhibition, % at 12.6 µM | A673 NR0B1-luciferase reporter, viability-normalised | actives 0.67% (n = 350,000);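 active means mean inhibition of at least 50% after viability correction, with every replicate also passing that limit; inconclusive means mean reaches 50% but only one of two replicates passes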;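 further: firefly luciferase signal divided by Alamar Blue viability fluorescence both relative to DMSO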
GSIS activator = primary screen for activators of insulin secretion dependent on glucose, INS-1E cells, GLuc reporter luminescence; actives 0.61% (n = 370,000); AID 743287; activation, % at 16.6 µM; INS-1E GLuc reporter insulin secretion, 2-3 h;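 active means lowest replicate activation of at least 40%, so every replicate reaches that level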;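 further: 0% = median of neutral control wells and 100% = median of IBMX positive control wells; some compounds called inactive have numbers as strong as hits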
DENV2 CPE rescue = protects cells from dengue virus 2 cytopathic effect; AID 651640; actives 1.7% (n = 350,000); DENV2-infected cells, cytopathic effect rescue, plate reader; CPE inhibition, % at 9.99 µM; in the data active means CPE inhibition above about 20%, passing the limit was not always enough; inconclusive means no clear call, values can overlap the other calls; tested in BHK-21 cells;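 further: 0% = median of neutral control wells and 100% = median of positive control wells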
The depositor's hits bear a star; ? = inconclusive; / = no result given; & = joins results of further samples; [ ] = remark or other dose. No enrichment for hits (roughly 3.9% active in at least one column).

SMILES	FN deposition inh	PAX8 reporter	CFTR F508del cor	miR-122 sensor	EWS-Fli inh	GSIS activator	DENV2 CPE rescue
Cc1ccc(S(=O)(=O)N(C)C[C@@H]2Oc3ccc(NS(=O)(=O)c4c(C)noc4C)cc3CC(=O)N([C@H](C)CO)C[C@H]2C)cc1	/	-17	-0.6	3[16.7 µM]	3	6	-2
O=C(O)CNS(=O)(=O)c1ccc2c(c1)Cc1cc(S(=O)(=O)NCC(=O)O)ccc1-2	-9	7	-1.8	/	-8	37	4
O=C(/C=C/c1ccc(Br)cc1)NC(=S)Nc1ccc(S(=O)(=O)Nc2nccs2)cc1	-1	6	/	/	/	5	/
S=c1[nH]nc(Cn2cnc3ccccc32)n1-c1ccccc1	8	13	5.0	-3	1	13	-2
Cc1ccc(N2C(=N)/C(=C3/Nc4ccccc4S3)C(c3ccccc3)C2=O)cc1 (configuration not stated)	6	25	/	/	14	0	3
COc1ccccc1C#Cc1ccc([C@@H]2[C@@H](C#N)N(C(=O)C3CCCCC3)[C@H]2CO)cc1	-2	89*	-1.4	/	0	-2	4
CC(=O)N1CC(=O)N2[C@@H](CO)[C@@H](c3ccc(-c4ccc(C#N)cc4)cc3)[C@@H]2C1	/	-6	3.0	/	-2	1	9
C[C@@H]1CN([C@@H](C)CO)C(=O)Cc2cc(NC(=O)Nc3ccc4c(c3)OCO4)ccc2O[C@H]1CN(C)C(=O)NC1CCCCC1	5	-21	1.8	-17[16.7 µM]	-16	-9	0
Cc1ccc(NC(=O)c2ccccc2NC(=O)c2cccnc2)cc1	-3	-7	1.1	4	-27	7	11
O=C(O)COc1ccc(Nc2ccccc2)cc1	-4	-25	-1.0	/	10	-14	-3
CN(C)c1ccc(CNC(=O)C2(C)Cc3c(-c4ccc(N(C)C)cc4)ccnc3O2)cc1 (configuration not stated)	3	-12	1.0	/	-7	8	-3
C/C=C\C=C\C(=O)Nc1cccc(C2=NOC3(C2)C[C@@H](C(N)=O)N(C(=O)C(c2ccccc2)c2ccccc2)C3)c1 (some centres not stated)	6	3	0.3	-5	-15	-1	-4
C[C@@H]1CN([C@@H](C)CO)C(=O)c2cc(-c3ccc(F)cc3)cnc2O[C@H]1CN(C)C(=O)Cc1ccccc1	/	/	-0.2	7[16.7 µM]	0	-17	-4
C[C@@H]1CCCCO[C@@H](CN(C)C(=O)Nc2ccccc2)[C@H](C)CN([C@H](C)CO)C(=O)c2cc(NC(=O)Nc3ccccc3)ccc2O1	3	51	3.2	-15[16.7 µM]	/	9	8
O=C(COC(=O)c1cc([N+](=O)[O-])ccc1N1CCOCC1)NCc1ccc(Cl)cc1Cl	-3	12	3.6	0	3	2	-1
CN1C(=O)c2cc(NC(=O)C3CC3)ccc2OC[C@H]2O[C@@H](CC(=O)NCCc3ccncc3)CC[C@H]21	2	5	-1.6	0[16.7 µM]	-8	-2	-5
CN(Cc1ccccc1)C(=O)CN1CCN(S(=O)(=O)c2ccccc2F)CC1	-6	-2	0.0	-5	-1	17	-5
Cc1cccc(NS(=O)(=O)c2ccc(-c3cnc(C4CC4)o3)cc2)c1	20	43	10*	186*	53*	-10	1
CC(C)OC(=O)/C(=C/c1ccco1)c1ccccc1	-4	-20	-0.4	-2	-8	-29	4
COC(=O)C[C@@H]1C[C@H]2c3cc(NS(=O)(=O)c4ccc(OC)cc4)ccc3O[C@H]2[C@H](CO)O1	2	7	0.3	10[16.7 µM]	3	-4	14
CCCCCCCCN1CC(Cc2cc3ccccc3c3ccccc23)N(c2ccccc2)c2ccccc2C1=O (configuration not stated)	1	7	-3.6	/	13	17	10
COc1ccccc1N1CCN(C(=O)c2ccc(N(C)S(=O)(=O)c3ccccc3)cc2)CC1	-5	25	1.4	8	14	-19	8
Cc1cc(C(=O)Nc2cccnc2)cs1	6	/	/	-6	/	6	/
C[C@@H](NC(=O)C[C@@H]1C[C@@H]2c3cc(NC(=O)C4CCC4)ccc3O[C@@H]2[C@H](CO)O1)c1ccccc1	1	3	-0.4	-3[16.7 µM]	9	0	-4
COc1ccc(C(=O)N/C(=C\c2ccco2)C(=O)NCCCn2ccnc2)cc1	3	41	1.5	7	4	1	1
CCCC(=O)Nc1ccc(C(=O)NCCc2ccc(F)cc2)cc1	2	-9	/	/	/	3	/
CC(OC(=O)Cn1[nH]c(=O)c2ccccc2c1=O)C(=O)Nc1ccc(F)cc1 (configuration not stated)	0	-4	0.5	-9	-4	-12	1
COc1cccc(-c2cc(C(=O)N3CCN(S(=O)(=O)c4ccccc4)CC3)[nH]n2)c1	-12	1	-1.4	-6	5	-31	2
O=C(NCCCN1CCOCC1)[C@@H]1[C@@H](CO)[C@@H]2Cn3c(ccc(C4=CCCCC4)c3=O)[C@H]1N2	-5	-13	/	/	1	14	0
COC(=O)c1c(C)[nH]c(C(=O)/C=C/c2ccccc2Cl)c1C	-3	-90	0.1	/	-33	0	-8
O=C(COc1ccccc1/C=C1\SC(=S)NC1=O)Nc1ccc(F)cc1	6	11	/	2	12	/	-6
CC1(C)CC(C(=O)NCCC(c2ccccc2)c2ccco2)CCO1 (configuration not stated)	3	-11	-2.1	15	-3	-19	-8
Cc1nn(CC(=O)N2CCN(c3cccc(C(F)(F)F)c3)CC2)c(=O)c2cccn12	-2	-11	2.0	-3	/	-11	-1
C[C@H]1CN([C@@H](C)CO)C(=O)c2cc(NC(=O)NC3CCCCC3)ccc2O[C@H]1CN(C)S(=O)(=O)c1ccc(Cl)cc1	/	0	0.4	-7[16.7 µM]	0	-16	?
O=[N+]([O-])c1cc([N+](=O)[O-])c2n[nH]c(-c3ccccc3)c2c1	3	15	-2.1	5	-2	17	-2
N#C/C(=N\Nc1cccc(F)c1)C(=N)N1CCCCCC1	/	-142	-4.0	/	-47	4	5
C[C@H](NC(=O)C[C@@H]1CC[C@@H](NC(=O)C2CC2)[C@@H](CO)O1)c1ccccc1	4	-9	0.2	/	2	24	2
COc1cc2c(cc1OC)[C@@H](NC(=O)c1ccncc1)[C@H](C)[C@H]2c1ccccc1	10	-6	-1.2	/	-9	-10	-5
CC(C)OC(=O)N(C)C[C@@H]1OCc2ccccc2-c2c(n(C)c3ccccc23)C(=O)N([C@@H](C)CO)C[C@H]1C	1&-8	10	-2.9&2.0	-3	1&4	-16&-6	-2&0
C=CCNC(=O)c1onc(CSc2cccc(OC)c2)c1C(=O)NCC=C	2	-9	-0.1	-1	4	-5	/

Just FN deposition inh, PAX8 reporter and GSIS activator, for some of the entries so far:
structure | FN deposition inh | PAX8 reporter | GSIS activator
Cc1cc(C(=O)Nc2cccnc2)cs1 | 6 | / | 6
C[C@@H](NC(=O)C[C@@H]1C[C@@H]2c3cc(NC(=O)C4CCC4)ccc3O[C@@H]2[C@H](CO)O1)c1ccccc1 | 1 | 3 | 0
COc1ccc(C(=O)N/C(=C\c2ccco2)C(=O)NCCCn2ccnc2)cc1 | 3 | 41 | 1

(more compounds)
SMILES	FN deposition inh	PAX8 reporter	CFTR F508del cor	miR-122 sensor	EWS-Fli inh	GSIS activator	DENV2 CPE rescue
CCC(C)NCCOc1ccccc1C (configuration not stated)	-2	-1	0.8	/	4	3	7
CN1C(=O)/C(=C/c2cccc(Cl)c2)Sc2ccc(C(=O)N3CCCC3)cc21	6	35	3.7	/	27	-9	1
CC(CSC(=O)c1ccccc1)C(=O)N1c2ccccc2CC1C(=O)O (configuration not stated)	-1	20	3.5	6	-6	-3	-6
CN(C)C(=O)[C@H]1C[C@H]1[C@@H](O)[C@H](CO)NC(=O)[C@H](COCc1ccccc1)NC(=O)OC(C)(C)C	1	-33	1.3	0	-6	-4	-7
CC(C)CNS(=O)(=O)c1ccc(S(=O)(=O)N2CCC3(CC2)OCCO3)cc1	-3	-11	2.1	1	17	0	7
COCCCN(CCNC(=O)c1ccc(NC2=NC3CS(=O)(=O)CC3S2)cc1)Cc1ccco1 (configuration not stated)	9	/	-0.3	1	6	4	5
CC1=C(C(=O)N(C(C)C)C(C)C)CC(CC(=O)NC2CCCC2)C(=O)N1Cc1ccc(C(C)(C)C)cc1 (configuration not stated)	-1	30	-2.7	4	5	-29	13
C[C@@H]1CCCCO[C@H](CN(C)C(=O)CCC(F)(F)F)[C@H](C)CN([C@@H](C)CO)C(=O)c2cc(NS(C)(=O)=O)ccc2O1	/	1	-0.8	-2[16.7 µM]	-11	0	/
Cc1ccc(S(=O)(=O)Nc2c(C)n(C)n(-c3ccccc3)c2=O)cc1	-1&10	-4	-0.7	4	2	-3&4	2
C[C@H](CO)N1C[C@H](C)[C@@H](CN(C)Cc2ccc(C(F)(F)F)cc2)OCCCC[C@H](C)Oc2ccc(NC(=O)CCC(F)(F)F)cc2C1=O	/	2	2.5	0[16.7 µM]	14	-21	6
CC(=O)Nc1ccc(C(=O)COC(=O)C2CC2)c(F)c1	10	-100	-0.7	/	-105	7	17
CCN(C[C@H]1N[C@@](C)(C(=O)OC)[C@H]2C(=O)N(C)C(=O)[C@@H]12)C(=O)C1CCCCC1	2	0	-0.7	/	-1	0	4
CC(C)NC(=O)N(C)C[C@@H]1Oc2ccc(NC(=O)CCCN(C)C)cc2C(=O)N([C@@H](C)CO)C[C@H]1C	/	-2	-3.0	-6[16.7 µM]	2	6	8
COc1ccccc1C(CNC(=O)c1cccc(S(=O)(=O)N2CCCc3ccccc32)c1)N(C)C (configuration not stated)	5	-1	-4.8	/	8	-39	-1
COc1cccc(CNC(=O)C[C@@H]2C=C[C@H](NC(=O)C3CCC3)[C@H](CO)O2)c1	/	-17	-0.3	/	4	17	-1
N#Cc1c(N)sc2c1CCN(C(=O)OCc1ccccc1)C2	/	/	3.1	-12	-9	-7	1
O=C(Nc1ccc(F)cc1)c1ccc2c(=O)n3c(nc2c1)CCCCC3	13	-152	4.1	-1	-80	5	-15
O=C(O)CCC(=O)Nc1cccc(C(=O)Nc2ccc(Br)cc2)c1	1	27	3.5	8	-7	0	-3
CS(=O)(=O)N1CC(=O)N2[C@H](CO)[C@@H](c3ccc(Br)cc3)[C@@H]2C1	-1	-19	-1.5	/	-7	9	-3
Cc1ccc(NC(=O)CSc2nnc(N)s2)cc1S(=O)(=O)N1CCCCC1	3	12	0.9	/	/	-1	-18
Cc1ccc(C(=O)NC2CC3CCCC(C2)N3Cc2ccccc2)cc1 (configuration not stated)	-1	21	2.1	9	-1	1	0
Cc1noc(C)c1NC(=O)Nc1ccc2c(c1)CC(=O)N([C@@H](C)CO)C[C@H](C)[C@@H](CN(C)S(=O)(=O)c1ccc(Cl)cc1)O2	/	-7	-2.7	-6[16.7 µM]	-4	19	3
O=C1CC(c2ccc(Cl)cc2)SC(N(c2ccccc2)c2ccccc2)=N1 (configuration not stated)	-1	25	/	/	13	11	5
Cc1ccccc1OCCC(=O)OCC(=O)Nc1c(C)nn(-c2ccccc2)c1C	0	5	-0.8	/	-4	25	-3
Fc1ccc(-n2c(-c3ccc4c(c3)OCO4)n[nH]c2=S)cc1Cl	-2	-20	/	/	/	0	/
CCOC(=O)c1cc2sc(C)cc2n1CC(=O)NCCc1ccccc1	/	/	/	2	/	0	-5
CC(C)C1N=C2c3ccccc3N=C(SCc3cc(=O)n4cc(Cl)ccc4n3)N2C1=O (configuration not stated)	4	16	/	14	/	/	/
O=S(=O)(N[C@H]1CC[C@H](CCn2cc(C3(O)CCCC3)nn2)O[C@H]1CO)c1ccccc1	/	2	-1.8	/	-3	-12	7
COC(=O)C1(C)COP(=O)(NC23CC4CC(CC(C4)C2)C3)OC1 (configuration not stated)	1	0	-2.7	/	-6	3	2
O=C(C[C@H]1CC[C@H](NS(=O)(=O)c2cccc(F)c2)[C@H](CO)O1)N1CCCCC1	3	-8	0.8	/	4	-1	2

Screening data deposited in PubChem by Broad Institute.
